Screens from PubChem BioAssay.
TIM10 inh – inhibits growth of TIM10 yeast strain. inhibition, % at 10 µM. actives 1.4% (n = 330,000). AID 463195. S. cerevisiae TIM10 strain growth, BacTiter-Glo luminescence, 24 h;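 active means inhibition of 40% or more at the single tested concentration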;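 further: wild-type TIM10 isogenic control strain grown at permissive 25 °C; 0% = DMSO yeast wells and 100% = minimal medium wells without yeast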
Jurkat NFkB inh – lowers PMA/ionomycin-induced NF-kB signal in Jurkat cells. PMA/ionomycin-induced NF-kB luciferase reporter, luminescence. inhibition, % at 4 µM. actives 0.53% (n = 330,000). AID 435003; in the data active means inhibition above about 50%
Mdm2-MdmX inh – inhibitors of human Mdm2/MdmX interaction; SaOS-2 split-luciferase Mdm2/MdmX complementation, luminescence; inhibition, % at 8 µM; actives 3% (n = 330,000);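 active means inhibition of at least 50% at 8 µM in the primary screen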
Target sequence (O15151 whole entry, looked up): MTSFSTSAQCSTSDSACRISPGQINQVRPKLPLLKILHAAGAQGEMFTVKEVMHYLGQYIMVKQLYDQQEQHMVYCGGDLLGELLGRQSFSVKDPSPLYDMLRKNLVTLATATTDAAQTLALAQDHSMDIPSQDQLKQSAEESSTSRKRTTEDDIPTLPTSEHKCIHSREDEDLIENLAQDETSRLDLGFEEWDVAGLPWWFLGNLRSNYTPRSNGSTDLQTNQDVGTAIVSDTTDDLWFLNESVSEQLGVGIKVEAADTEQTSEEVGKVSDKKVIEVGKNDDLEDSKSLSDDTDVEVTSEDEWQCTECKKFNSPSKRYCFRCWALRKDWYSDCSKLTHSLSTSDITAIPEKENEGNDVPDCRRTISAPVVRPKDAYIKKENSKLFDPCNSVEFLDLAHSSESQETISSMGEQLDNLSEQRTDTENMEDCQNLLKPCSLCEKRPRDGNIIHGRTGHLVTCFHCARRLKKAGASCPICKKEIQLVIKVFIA
Target sequence (Q00987 whole entry, looked up): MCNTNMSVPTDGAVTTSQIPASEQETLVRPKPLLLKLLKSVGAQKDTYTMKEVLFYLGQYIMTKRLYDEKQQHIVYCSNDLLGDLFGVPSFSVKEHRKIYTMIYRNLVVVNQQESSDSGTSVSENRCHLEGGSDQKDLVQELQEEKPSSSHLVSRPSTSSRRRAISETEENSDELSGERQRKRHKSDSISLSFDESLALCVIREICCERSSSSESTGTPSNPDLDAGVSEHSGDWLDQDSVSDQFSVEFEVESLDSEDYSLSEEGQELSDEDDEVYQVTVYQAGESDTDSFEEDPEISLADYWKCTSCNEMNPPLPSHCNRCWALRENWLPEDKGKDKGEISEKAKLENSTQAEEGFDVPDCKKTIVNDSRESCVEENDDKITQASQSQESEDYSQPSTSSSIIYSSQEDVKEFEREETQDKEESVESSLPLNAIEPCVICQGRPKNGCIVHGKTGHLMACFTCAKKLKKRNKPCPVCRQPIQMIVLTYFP
CHOP UPR activ – activators of apoptotic arm of unfolded protein response (CHOP); CHO-CHOP luciferase reporter, UPR activation, luminescence; percent of tunicamycin response over DMSO baseline; activation, % at 10 µM; actives 0.34% (n = 330,000);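 active means at 10 µM dose, activation of 40% or more, normalized to positive control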;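 further: 100% = tunicamycin at 10 µg/mL and 0% = DMSO alone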
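Test system: CHO CHOP reporter cells. Input: 500 CHO-CHOP cells per well. Medium: F12 with 10% FBS. Technique: luciferase luminescence. Measure: percent activation relative to tunicamycin control. Dosing: 10 µM compound, 0.5% DMSO. Timing: 16-18 h cell attachment, then 6 h compound exposure, 37 °C.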
UPR XBP1 act – activators of adaptive arm of unfolded protein response (XBP1). CHO-XBP1 luciferase reporter, IRE1-XBP1 UPR activation, luminescence; percent of tunicamycin response, DMSO as zero. activation, % at 20 µM. actives 0.33% (n = 330,000). AID 463104;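 active means versus positive control, 20 µM dose yields 30% or more activation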;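 further: 100% = tunicamycin at 10 µg/mL and 0% = DMSO only wells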
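Material: CHO cell line with stable XBP1 luciferase reporter; buffer or medium: F12 medium containing 10% fetal bovine serum; compound: single point, 20 µM final compound, 1% DMSO; incubation: 6 h treatment, 37 °C; measured by: glow luminescence from Steady-Glo reagent; evaluation: activation, % of tunicamycin; control set: tunicamycin high, DMSO low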
697 NFkB inh – lowers PMA/ionomycin-induced NF-kB signal in 697 B cells | actives 0.33% (n = 330,000) | inhibition, % at 4 µM | 697 B-cell NF-kB luciferase reporter, 16 h | AID 435022; in the data active means inhibition above about 35%
tim23-1 inh – growth inhibitors of tim23-1 mutant yeast; S. cerevisiae tim23-1 growth, BacTiter-Glo luminescence, 24 h; inhibition, % at 20 µM; actives 1.3% (n = 330,000); AID 463212;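 active means growth inhibition of the mutant yeast at or above 50%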;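 further: temperature-sensitive mutant grown at 25 °C; plate controls were DMSO-treated mutant yeast for no effect and medium wells lacking yeast for full effect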
tim10-1 inh – inhibits growth of tim10-1 mutant yeast; actives 2.2% (n = 330,000); inhibition, % at 20 µM; S. cerevisiae tim10-1 ts strain growth, BacTiter-Glo, 24 h; AID 463190;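 active means inhibition of at least 40%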;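 further: mutant grown at 25 °C; 0% = DMSO wells with yeast and 100% = wells holding no yeast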
* hit, by the source's call. This is a random part of the collection; overall some 6.6% were active at least once.

SMILES | TIM10 inh | Jurkat NFkB inh | Mdm2-MdmX inh | CHOP UPR activ | UPR XBP1 act | 697 NFkB inh | tim23-1 inh | tim10-1 inh
COc1ccc(OC)c(NC(=O)Cc2ccc(NC3=NC4CS(=O)(=O)CC4S3)cc2)c1 (stereo not drawn) | -6 | -3 | 17 | 0.5 | -1 | 10 | 11 | 5
CC(=O)c1c(C)oc2ccc(N(C(C)=O)S(=O)(=O)c3cccc4cccnc34)cc12 | -10 | 31 | 34 | -1.5 | 5 | -13 | 5 | 10
COc1ccc(-c2noc(C3CCCN(C(=O)c4ccc(C)cc4)C3)n2)cc1 (stereo not drawn) | 15 | 4 | -2 | 2.1 | 1 | 4 | 37 | 9
Cn1c(/C=N/c2nc3ccccc3[nH]2)nc2ccccc21 | 23 | -46 | 7 | 4.5 | 2 | -38 | 46 | 8
CN(CC(=O)Nc1cccc(F)c1)C(=O)CN1C(=O)NC2(CCCCC2)C1=O | -13 | 11 | -15 | 0.6 | -5 | 13 | -3 | 1
Cc1ccccc1-c1nnc(SCC(=O)NC2CCS(=O)(=O)C2)n1C (stereo not drawn) | 1 | 3 | 3 | 1.7 | 3 | 13 | 9 | 3
O=C(CC(NS(=O)(=O)c1ccc(Cl)cc1)c1ccco1)N1CCc2ccccc21 (stereo not drawn) | -8 | -22 | 13 | -1.7 | -3 | 8 | 12 | 6
CCCCCCCCCC(=O)N1c2ccccc2NC(=O)C1CC(=O)Nc1ccc(C(=O)O)cc1 (stereo not drawn) | 17 | 4 | -4 | 1.9 | -2 | 20 | 7 | 8
CCCCn1c(SCC(=O)c2ccc3c(c2)OCCO3)nnc1-c1ccco1 | 21 | -21 | -24 | -0.5 | -1 | 2 | 30 | 20
CCOc1ccc(Oc2nc(C)cc(OC)n2)nn1 | -6 | 13 | 22 | 2.4 | -1 | 13 | 4 | 12
O=[N+]([O-])c1ccc(Cl)c(/C=N/NC(=S)Nc2ccccc2)c1 | -30 | 2 | -4 | 2.0 | -1 | 2 | -31 | 4
O=C(NCc1ccccc1)c1ccc2c(=O)[nH]c3c(C(=O)NCC4CCCO4)sc(=S)n3c2c1 (stereo not drawn) | 9 | -2 | 7 | 1.7 | -2 | 15 | 10 | -2
COc1ccc(N(CC(=O)NC2CCCC2)C(=O)c2ccc(C)s2)cc1OC | -4 | 13 | 19 | 3.0 | -5 | -3 | 7 | 4
O=C(Nc1ccc(N=Nc2ccccc2)cc1)c1ccccc1Cl | -16 | -135 | -163 | 5.5 | 1 | -211 | -4 | 6
Cc1ccccc1OCCC(=O)OCC(=O)NC1CCCC1 | -1 | 1 | 17 | 1.1 | -4 | 4 | 12 | 14
CCOC(=O)C1=C(COC(=O)COc2ccccc2C=O)NC(=O)NC1C (stereo not drawn) | -1 | 5 | -4 | -0.3 | -1 | -25 | -3 | 9
CC1(C)CCN(Cc2ccccc2)C1CC#N (stereo not drawn) | 7 | 4 | 10 | 0.5 | -1 | -4 | -4 | 4
COC(=O)[C@H](CC(C)C)NS(=O)(=O)N[C@@H](CC(C)C)C(=O)OC | 9 | 5 | 5 | 0.2 | 0 | 15 | 16 | 11
CC(=O)Nc1ccc(/C=C/c2nc3ccccc3o2)cc1 | 7 | -150 | -172 | 4.9 | -1 | -145 | 28 | 20
O=C(NC1CCCC1)C(c1ccncc1)N(C(=O)c1csnn1)c1ccc(Cl)cc1 (stereo not drawn) | 1 | 5 | 23 | 0.7 | -3 | 6 | 9 | -10
CCn1cnc2c([N+](=O)[O-])c(NS(=O)(=O)c3ccc(C)cc3)ccc21 | 2 | 26 | 3 | -0.7 | 3 | 8 | 7 | -26
COc1cc(C#N)ccc1OC(=O)c1cccc(S(=O)(=O)N2CCN(C)CC2)c1 | 14 | 10 | 22 | -0.8 | 0 | -5 | 24 | 37
COc1ccc([N+](=O)[O-])cc1NC(=O)C1(c2ccccc2)CCOCC1 | 7 | 8 | 7 | 1.3 | -1 | 3 | 22 | 25
O=S(=O)(c1ccc(OCC(O)CNCc2ccco2)c(Cl)c1)N1CCOCC1 (stereo not drawn) | -3 | -24 | 20 | 1.5 | 0 | 4 | 2 | 13
Cc1ccc(N(C)C(=O)N2CCN(S(=O)(=O)c3ccc(C)c(C)c3)CC2)cc1 | 36 | 10 | 26 | 1.1 | 0 | 10 | 29 | 29
C=CCC[C@H](Cc1ccc(F)cc1)C(=O)OC[C@H](Cc1c[nH]c2ccccc12)NC(=O)[C@@H](CC=C)CC(=O)N(CCO)Cc1ccccc1 | 7 | -1 | 87* | 13 | 2 | 1 | 10 | 2
COc1cccc(N2CCN(C(=O)c3cccc(N4C(=O)NC5CC4(C)Oc4c(OC)cccc45)c3)CC2)c1 (stereo not drawn) | -1 | 12 | 18 | 0.8 | -5 | 15 | 9 | 15
O=C(NCc1ccccc1Cl)c1ccc[nH]1 | 10 | -2 | 8 | 0.5 | 0 | 24 | 3 | 9
CC(C)CCNC(=O)COC(=O)c1ccc(Br)o1 | 2 | -8 | -24 | -1.5 | 0 | -25 | 14 | 12
C#Cc1ccc([C@@H]2C=C(C(=O)N3CCN(Cc4ccccc4)CC3)O[C@H](OCCCCO)C2)cc1 | 24 | 80* | 57* | 7.2 | 1 | -18 | 26 | 25

Overlap with the part before: 2 compounds, then new ones.
SMILES | TIM10 inh | Jurkat NFkB inh | Mdm2-MdmX inh | CHOP UPR activ | UPR XBP1 act | 697 NFkB inh | tim23-1 inh | tim10-1 inh
CC(C)CCNC(=O)COC(=O)c1ccc(Br)o1 | 2 | -8 | -24 | -1.5 | 0 | -25 | 14 | 12
C#Cc1ccc([C@@H]2C=C(C(=O)N3CCN(Cc4ccccc4)CC3)O[C@H](OCCCCO)C2)cc1 | 24 | 80* | 57* | 7.2 | 1 | -18 | 26 | 25
CN(c1ccccc1)S(=O)(=O)c1cccc(C(=O)NCCCN2CCCC2=O)c1 | -1 | 16 | -13 | 2.3 | -2 | 16 | -3 | -3
Cc1ccc(C(=O)NCc2ccccc2)cc1Br | 4 | 9 | -14 | 5.2 | 1 | 8 | 13 | 0
CCC(Cc1ccccc1)NC(=O)CCn1cccc1 (stereo not drawn) | -2 | -7 | 7 | -0.6 | 2 | -37 | 23 | -1
Cc1ccc(S(=O)(=O)N(C)C)cc1NC(=S)NCCc1ccccn1 | 1 | 6 | 1 | 0.0 | -3 | 2 | -2 | 4
CC(C)N(C(=O)COC(=O)c1cccnc1Cl)c1ccccc1 | 4 | 5 | -7 | -0.7 | -3 | -1 | 24 | 19
COc1ccc(NS(=O)(=O)c2ccc(N3CCCCC3)c(N)c2)cc1 | 4 | 41 | 15 | 4.2 | -3 | 1 | 35 | 19
CC(=O)Nc1ccc(C(=O)N/N=C(\C)CC(=O)Nc2ccc(OCc3ccccc3)cc2)cc1 | 20 | -11 | 4 | 1.7 | 1 | -7 | 13 | 28
O=C(O)CN1C(=O)/C(=C\c2ccccc2OCc2ccc(Cl)cc2)SC1=S | 28 | 8 | 19 | 3.3 | -3 | 12 | 37 | 16
CCOc1ccc(-c2nnc(SCc3nc4ccccc4[nH]3)n2N)cc1 | 5 | -1 | -27 | 1.1 | 0 | 6 | -4 | 11
Cc1ccc2c(CN3CCN(S(=O)(=O)c4ccccc4C(F)(F)F)CC3)cc(=O)oc2c1C | 11 | 15 | 15 | 0.2 | -3 | 2 | 27 | 16
C[C@@]12C(=O)Nc3ccc(Cl)cc3C(=O)N1[C@H]1c3ccccc3OC[C@@H]1[C@@H]2c1ccccc1 | 0 | 12 | 13 | 0.0 | -1 | 8 | 61* | 23
CCOC(=O)CNC(=O)CSc1ncnc2c1cnn2-c1ccccc1 | -25 | 3 | 24 | -3.9 | -6 | 5 | 4 | 18
CCOC(=O)c1c2ccc(OCC(=O)NN)cc2n2ccccc12 | 10 | -1 | 8 | -1.4 | -3 | 10 | 18 | 9
COc1ccccc1C(=O)Nc1cccc2c1CCCC2 | 7 | -10 | -5 | 2.3 | 4 | 5 | 14 | 14
CC1(C(=O)O)COC(c2ccc(Cl)cc2)OC1 (stereo not drawn) | -5 | 2 | 5 | 1.2 | 0 | 14 | -2 | 9
O=S(=O)(NC1c2cccc3cccc(c23)C1N1CCNCC1)c1ccc(Cl)cc1 (stereo not drawn) | 19 | 16 | 37 | 2.9 | -1 | 1 | 25 | 23
Cc1cc2cc(CCNC(=O)c3ccc(S(=O)(=O)N4CCCC4)cc3)c(=O)[nH]c2cc1C | -1 | -20 | 17 | 0.8 | -2 | -7 | 4 | -1
CCOc1c(CNCCNC(=O)c2nonc2N)cccc1OC | -1 | -2 | -3 | -1.9 | -2 | 18 | -11 | -15
C=CCN(CC=C)S(=O)(=O)c1ccc(NC(=S)NC(=O)/C=C/c2ccc(C)cc2)cc1 | -4 | 4 | 21 | 1.4 | 1 | -7 | 14 | 15
COc1ccccc1CCC(=O)OCC(=O)NCc1ccc(OC)c(OC)c1 | -8 | 7 | 6 | -1.2 | -1 | 2 | 5 | -5
CC(NS(=O)(=O)c1ccc(Cl)cc1)C(=O)NCCC1=CCCCC1 (stereo not drawn) | 12 | -13 | -24 | 1.7 | 0 | -5 | 13 | 13
O=C(CNC(=O)c1ccco1)Nc1ccc(F)c(Cl)c1 | -12 | 3 | 21 | 0.2 | -5 | -7 | 1 | -11
CCOc1ccc2[nH]c(=O)c(CN(CC3COCCO3)C(=O)c3ccco3)cc2c1 (stereo not drawn) | 12 | -14 | -1 | -1.3 | -3 | -21 | 7 | 3
C=CCSc1nnc(-c2ccccc2NC(C)=O)c(=O)[nH]1 | 5 | -3 | -20 | 0.1 | 1 | -8 | 8 | 1

Among those listed so far, 7 contain a furan ring, fused or not:
SMILES | TIM10 inh | Jurkat NFkB inh | Mdm2-MdmX inh | CHOP UPR activ | UPR XBP1 act | 697 NFkB inh | tim23-1 inh | tim10-1 inh
CC(=O)c1c(C)oc2ccc(N(C(C)=O)S(=O)(=O)c3cccc4cccnc34)cc12 | -10 | 31 | 34 | -1.5 | 5 | -13 | 5 | 10
O=C(CC(NS(=O)(=O)c1ccc(Cl)cc1)c1ccco1)N1CCc2ccccc21 (stereo not drawn) | -8 | -22 | 13 | -1.7 | -3 | 8 | 12 | 6
CCCCn1c(SCC(=O)c2ccc3c(c2)OCCO3)nnc1-c1ccco1 | 21 | -21 | -24 | -0.5 | -1 | 2 | 30 | 20
O=S(=O)(c1ccc(OCC(O)CNCc2ccco2)c(Cl)c1)N1CCOCC1 (stereo not drawn) | -3 | -24 | 20 | 1.5 | 0 | 4 | 2 | 13
CC(C)CCNC(=O)COC(=O)c1ccc(Br)o1 | 2 | -8 | -24 | -1.5 | 0 | -25 | 14 | 12
O=C(CNC(=O)c1ccco1)Nc1ccc(F)c(Cl)c1 | -12 | 3 | 21 | 0.2 | -5 | -7 | 1 | -11
CCOc1ccc2[nH]c(=O)c(CN(CC3COCCO3)C(=O)c3ccco3)cc2c1 (stereo not drawn) | 12 | -14 | -1 | -1.3 | -3 | -21 | 7 | 3
